Source: PubChem BioAssay (several laboratories)
UGM FP inh = M. tuberculosis UGM enzyme inhibitors, primary screen, biochemical, fluorescence polarization, single point; purified UGM, fluorescence polarization probe displacement; inhibition, % at 10 µM; hit rate 0.06% among 320,000; AID 504406, 2011; in the data active means inhibition above about 10%, passing the limit was not always enough
Target sequence (P9WIQ1 whole entry, looked up): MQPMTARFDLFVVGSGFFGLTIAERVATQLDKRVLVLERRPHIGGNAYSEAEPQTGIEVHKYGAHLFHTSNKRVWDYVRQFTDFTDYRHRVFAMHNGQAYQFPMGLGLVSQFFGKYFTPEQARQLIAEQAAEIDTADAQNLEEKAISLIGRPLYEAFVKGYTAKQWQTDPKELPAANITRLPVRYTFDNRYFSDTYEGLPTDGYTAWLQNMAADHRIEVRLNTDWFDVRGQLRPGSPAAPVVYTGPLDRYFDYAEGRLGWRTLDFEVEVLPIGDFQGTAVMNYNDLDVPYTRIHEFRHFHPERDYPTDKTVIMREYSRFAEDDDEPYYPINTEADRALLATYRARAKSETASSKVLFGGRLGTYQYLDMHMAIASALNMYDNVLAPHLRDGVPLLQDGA
MazF activator = activators of E. coli MazEF toxin-antitoxin RNase, primary screen, biochemical, fluorescence, uHTS | FAM/BHQ RNA-DNA oligo cleavage fluorescence, 5 h | activation, % at 20 µM | hit rate 0.32% among 350,000 | AID 504720, 2011; in the data active means activation above about 50%
SARS 3CLpro inh = SARS-CoV 3CLpro protease inhibitors, primary screen, biochemical, quenched FRET; Replicase polyprotein 1ab (Severe acute respiratory syndrome coronavirus), P0C6X7; recombinant SARS-CoV 3CLpro, quenched FRET peptide cleavage; inhibition, % at 6 µM; hit rate 0.14% among 290,000; AID 1706, 2009; in the data active means inhibition above about 12%
VHR inh abs = VHR1 phosphatase inhibitors, primary screen, biochemical, absorbance, uHTS; Dual specificity protein phosphatase 3 (Homo sapiens), P51452; recombinant VHR phosphatase, pNPP absorbance; inhibition, % at 13.3 µM; hit rate 0.52% among 290,000; AID 1654, 2009; in the data active means inhibition above about 50%; further: some compounds called inactive have numbers as strong as hits
Target sequence (P51452 whole entry, looked up): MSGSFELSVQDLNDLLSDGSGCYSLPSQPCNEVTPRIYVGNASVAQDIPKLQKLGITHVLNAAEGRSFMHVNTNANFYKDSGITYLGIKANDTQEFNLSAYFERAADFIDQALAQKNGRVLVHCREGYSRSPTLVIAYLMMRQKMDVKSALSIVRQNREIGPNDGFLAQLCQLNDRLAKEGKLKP
PriA SSB inh = inhibitors of Klebsiella pneumoniae PriA binding to SSB C-terminal tail, primary screen, biochemical, AlphaScreen | PriA–SSB C-terminal tail interaction (Klebsiella pneumoniae) | AlphaScreen SSBct-PriA binding, biotinylated peptide | inhibition, % at 33 µM | hit rate 0.6% among 430,000 | AID 1272365, 2023; in the data active means inhibition mostly above about 37%, no sharp cut-off; inactive means mostly below about 20%;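 further: plate controls were negative control peptide for no effect and reference peptide for full effect; strong numbers were not always called active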
Vc quorum ag = inducers of Vibrio cholerae quorum light production without autoinducers, primary screen, BH1578 luxS cqsA deficient, single point. activation, % at 18.7 µM. AID 588436, 2011. V. cholerae BH1578 lux reporter, luminescence, 6 h. hit rate 0.16% among 350,000; in the data active means activation mostly above about 9.7%, no sharp cut-off; further: not every result past the cut was called active; inactives centre near 0; reference of the scale not given here
Rv3671c inh = Rv3671c serine protease inhibitors, primary screen, biochemical, fluorescence polarization, M. tuberculosis H37Rv | AID 2606, 2010 | inhibition, % at 5.96 µM | P9WHR9 | hit rate 0.048% among 320,000; in the data active means inhibition above about 38%;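 further: extracellular domain of Rv3671c used as enzyme; 0% = enzyme with DMSO and 100% = no enzyme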
Target sequence (P9WHR9 whole entry, looked up, the tested form may be a part): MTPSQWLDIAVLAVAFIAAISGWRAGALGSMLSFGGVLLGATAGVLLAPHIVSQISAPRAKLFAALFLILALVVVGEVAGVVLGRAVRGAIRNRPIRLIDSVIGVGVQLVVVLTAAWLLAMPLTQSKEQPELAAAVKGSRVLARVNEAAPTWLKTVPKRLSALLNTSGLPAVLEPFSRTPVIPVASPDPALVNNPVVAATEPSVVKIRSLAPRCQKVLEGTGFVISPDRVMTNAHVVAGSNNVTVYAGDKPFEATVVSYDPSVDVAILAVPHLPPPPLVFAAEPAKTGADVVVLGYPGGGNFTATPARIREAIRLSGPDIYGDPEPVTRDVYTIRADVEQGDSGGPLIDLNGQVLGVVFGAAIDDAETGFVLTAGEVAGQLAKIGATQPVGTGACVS
GDH-TPI counter = GDH-TPI coupling enzyme inhibitors, primary screen, artefact control for M. tuberculosis FBA inhibitor project, biochemical, absorbance, full deck; GDH-TPI coupled enzyme counterscreen, NADH absorbance; inhibition, % at 4.8 µM; hit rate 1.2% among 360,000; AID 588335, 2011; in the data active means inhibition above about 30%;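 further: 0% = DMSO wells and 100% = wells lacking the enzyme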
FBA Mtb inh = Mtb FBA enzyme inhibitors, primary screen, biochemical, fluorescence, strain H37Rv; Fructose-bisphosphate aldolase (Mycobacterium tuberculosis (strain ATCC 25618 / H37Rv)), …; purified M. tuberculosis FBA, fluorescence read-out; inhibition, % at 1 µM; hit rate 2.3% among 360,000; in the data active means inhibition above about 27%;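 further: 0% = vehicle and 100% = reference inhibitor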
Mtb BioA inh = M. tuberculosis BioA enzyme inhibitors, primary screen, biochemical, plate reader, single point, HTS. purified M. tuberculosis BioA enzyme. inhibition, % at 9.99 µM. hit rate 0.096% among 360,000; in the data active means inhibition above about 40%
Numbers without * were called inactive; i = inactive; nt = no result given.

SMILES	UGM FP inh	MazF activator	SARS 3CLpro inh	VHR inh abs	PriA SSB inh	Vc quorum ag	Rv3671c inh	GDH-TPI counter	FBA Mtb inh	Mtb BioA inh
c1ccc(C2=Nn3c(nnc3-c3ccccn3)SC2)cc1	2.1	5	-6	21	1	-0.2	4	12	-9	nt
Cc1cc(C)n(-c2ccc(C(=O)OCC(=O)c3c(N)n(C)c(=O)n(C)c3=O)cc2)n1	-2.3	5	3	14	-10	i	0	9	3	0.6
CCOC(=O)C1=C(COC(=O)c2ccc(OC)c(OC)c2OC)NC(=O)NC1C (centres undefined)	2.5	-2	nt	nt	2	-2.3	1	4	4	2.0
COC(=O)C1=C(C(=O)OC)[C@@H]2N(C)c3ccc(OC)cc3[C@@]23C[C@@H](C(=O)OC)N=C3N1	2.2	-1	nt	4	-3	-2.2	-5	7	-1	0.2
CN(CC(=O)Nc1ccc(F)cc1)C(=O)c1cccc(S(=O)(=O)N2CCN(c3ccc(F)cc3)CC2)c1	0.9	1	nt	nt	8	i	-3	-5	0	-0.9
Cc1ccc(S(=O)(=O)CCC(=O)OC2CC(C)OC2=O)cc1 (centres undefined)	2.3	7	nt	nt	-3	0.6	6	-3	2	-0.2
Cc1cccc(C(=O)O[C@H]2[C@H](Cc3ccccc3)NS(=O)(=O)[C@H]3CC4C=C[C@]23O4)c1	-0.5	-17	nt	nt	-10	i	-24	-3	4	-4.9
COc1ccccc1C(=O)Nc1ccnn1C1CCN(C(=O)c2cnsn2)CC1	0.4	6	3	32	-10	-0.8	0	8	-1	3.1
CC(=O)c1c(C)[nH]c(C(=O)OCC(=O)NCc2ccc3c(c2)OCO3)c1C	3.1	4	nt	nt	-3	i	-3	9	3	-1.7
COc1ccc2nc(SCC(=O)O)nc(C)c2c1	0.2	0	-1	-6	-7	15*	-2	3	39*	0.2
C#CCOCC1CNC(=S)O1 (centres undefined)	nt	8	nt	nt	nt	i	nt	4	-2	0.1
COc1ccccc1-c1oc2ccccc2c1C#CC(C)(C)O	0.8	-5	nt	nt	-18	i	-2	14	55*	0.0
CC(C)(C)NS(=O)(=O)c1ccc(N2C(=O)c3ccccc3C2=O)cc1	-1.6	1	0	11	-4	-0.5	4	9	0	-4.8
O=[N+]([O-])c1ccc(Nc2cccc3c2[nH]c2c(-c4ccccc4)nccc23)c([N+](=O)[O-])c1	nt	3	nt	nt	-1	i	nt	13	-2	nt
O=C(NN1C(=O)NC2(CCCCC2)C1=O)c1cc2ccccc2o1	-0.9	5	nt	nt	-5	i	-8	9	1	-0.8
Cc1[nH]c2ccccc2c1/C=N/NC(=O)c1cccc(S(=O)(=O)Nc2cccc(C(F)(F)F)c2)c1	0.1	7	7	29	nt	0.5	-2	22	3	nt
CN(C)c1ccc(C=NNc2ccccn2)c(Cl)c1	nt	7	nt	nt	-3	i	nt	12	11	nt
CCN(CC(=O)Nc1ccccc1OC)CC(=O)Nc1c(Cl)ccc(C)c1Cl	0.2	12	5	4	-5	-2.3	6	-2	2	-0.8
COc1cccc(CNC(=O)C2CCN(S(=O)(=O)c3ccccc3)CC2)c1	-2.2	-4	-3	29	-17	-0.7	7	-4	-2	-1.8
Cc1ccc(Cl)cc1N1CCN(S(=O)(=O)c2cn(C)cn2)CC1	0.6	5	2	-20	-8	-0.7	13	4	-1	nt
C=CCC(C)(NCc1ccccc1)c1ccc(C)cc1 (centres undefined)	-0.5	0	-2	-12	-14	-0.1	4	2	5	nt
CCc1nnc(NC(=O)c2ccc(OC)c(S(=O)(=O)N3CCCC3)c2)s1	-3.2	4	nt	nt	-16	i	-5	10	6	0.1
CCc1ccccc1NC(=O)c1cccs1	0.1	-4	-2	12	-9	-0.7	-5	2	2	-1.0
COC(=O)Cn1c(N2CCCC2)nc2c1c(=O)n(C)c(=O)n2C	2.5	6	1	26	-2	-0.3	-12	1	0	-1.0
CC(NC(=O)Cc1ccccc1)C(c1ccccc1)N1CCOCC1 (centres undefined)	-1.5	-18	-1	7	-4	-0.1	0	0	2	nt
Cc1cc(/C=C2\C(=N)N3N=C(CC(=O)N4CCOCC4)SC3=NC2=O)c(C)n1Cc1ccccc1	-1.9	-5	-2	47	7	i	8	8	-2	-1.1
C[C@@]12C(=O)N(CC3CCCO3)CC(=O)N1[C@@H]1c3ccccc3OC[C@@H]1[C@@H]2c1ccccc1 (some centres undefined)	nt	9	nt	nt	-8	-0.4	nt	10	-4	0.2
O=S(=O)(NCCN1CCOCC1)c1ccc2c(c1)OCCO2	1.4	4	3	12	-16	-0.1	-3	0	4	nt
COC(C/C=C\[C@@H](O)[C@H](C)OCc1ccccc1)OC	0.0	6	nt	nt	-20	0.1	-4	8	-2	-0.8
CNC(=O)C1Cc2c(-c3ccc(Cl)cc3)ccnc2O1 (centres undefined)	nt	nt	nt	nt	nt	-0.8	nt	-3	0	8.7
Cc1cc(Cl)ccc1C(=O)C1CCCN(C(=O)c2cccnc2C)C1 (centres undefined)	1.4	6	7	10	-5	-2.9	-6	8	2	4.8
COc1cccc(OC(=O)CSc2nnc(-c3ccccc3Br)o2)c1	2.1	-4	-3	14	-11	-0.3	0	9	1	nt
CC(=O)Nc1ccc(N2CCN(c3ccc(F)cc3)CC2)cc1	-1.7	10	-3	49	19	1.7	-2	2	2	-1.1
CC1C(=O)N2CCCc3cc(S(=O)(=O)N4CCC(C(N)=O)CC4)cc1c32 (centres undefined)	-1.2	0	9	-18	2	-0.3	0	3	2	-1.1
Cc1ccc(CN2CCC(N3CC(C)OC(C)C3)CC2)cc1 (centres undefined)	4.5	7	-1	-2	0	-0.6	nt	3	-1	-2.0
Cc1cccc(NC(=O)c2oc3ccc(S(=O)(=O)N4CCOCC4)cc3c2C)c1C	1.2	9	0	21	-12	-0.2	-2	12	-1	-1.0
Cc1ccccc1-n1cnc2cc(NCc3cccs3)ccc21	-0.9	5	-1	36	29	i	2	27	1	4.6
O=C(NCc1cccnc1)C1Cc2c(-c3ccc(Cl)cc3)ccnc2O1 (centres undefined)	nt	nt	nt	nt	nt	i	nt	6	-2	6.8
O=C(CS(=O)(=O)Cc1ccccc1)Nc1ccc(S(=O)(=O)N2CCCCCC2)cc1	-1.3	-10	-2	24	3	nt	-28	-6	-4	2.3
Cc1nonc1NC(=O)N1CCCC1	-2.5	6	9	45	-5	i	-8	-8	-1	nt

Exported in CSV form: part of the list above.
SMILES,UGM FP inh,MazF activator,SARS 3CLpro inh,VHR inh abs,PriA SSB inh,Vc quorum ag,Rv3671c inh,GDH-TPI counter,FBA Mtb inh,Mtb BioA inh
Cc1cccc(C(=O)O[C@H]2[C@H](Cc3ccccc3)NS(=O)(=O)[C@H]3CC4C=C[C@]23O4)c1,-0.5,-17,nt,nt,-10,i,-24,-3,4,-4.9
COc1ccccc1C(=O)Nc1ccnn1C1CCN(C(=O)c2cnsn2)CC1,0.4,6,3,32,-10,-0.8,0,8,-1,3.1
CC(=O)c1c(C)[nH]c(C(=O)OCC(=O)NCc2ccc3c(c2)OCO3)c1C,3.1,4,nt,nt,-3,i,-3,9,3,-1.7
COc1ccc2nc(SCC(=O)O)nc(C)c2c1,0.2,0,-1,-6,-7,15*,-2,3,39*,0.2
C#CCOCC1CNC(=S)O1 (centres undefined),nt,8,nt,nt,nt,i,nt,4,-2,0.1

Later entries.
SMILES	UGM FP inh	MazF activator	SARS 3CLpro inh	VHR inh abs	PriA SSB inh	Vc quorum ag	Rv3671c inh	GDH-TPI counter	FBA Mtb inh	Mtb BioA inh
COc1ccc(C(C(=O)NC2CCCCC2)N(C(=O)c2sc(C)nc2C)c2ccc(OC)cc2)cc1 (centres undefined)	-1.7	10	7	-12	-3	i	1	2	-4	1.3
Cc1ccc(S(=O)(=O)Nc2ccc(NC(=O)Nc3ccc(F)cc3F)cc2)cc1	-2.5	8	7	18	14	i	-32	2	0	-0.5
O=C(CSc1nnc(C23CC4CC(CC(C4)C2)C3)o1)Nc1ccc(N2CCOCC2)c(Cl)c1	1.6	4	0	7	-20	-0.4	-2	-2	-3	nt
COc1ccc(OC)c(C(c2nnnn2CCC(C)C)N2CCN(C(=O)c3ccco3)CC2)c1 (centres undefined)	-0.1	2	-4	12	-3	1.2	-6	8	0	0.2
COc1cc(OC)cc(-c2c(-c3cccs3)c3cc(Br)ccc3n2C)c1	-1.5	-9	nt	nt	-24	-0.8	7	14	4	-1.1
O=C(NC(=S)Nc1ccc(Cl)c(C(=O)O)c1)c1ccco1	-1.2	7	1	31	1	-1.5	-10	-1	1	-0.7
Cc1c(OCC(=O)N2CCC(C(N)=O)CC2)ccc2c3c(c(=O)oc12)CCC3	-0.9	5	-1	5	5	-0.5	2	18	17	3.3
Cn1c(CNC(=O)CCNC(=O)c2ccc(Br)cc2)cc(=O)n(C)c1=O	0.1	-4	3	2	-5	-0.3	13	1	2	-1.5
CCOc1cc(NS(=O)(=O)c2ccc(NC(C)=O)cc2)c(OCC)cc1NC(=O)c1cccs1	-0.3	5	-1	-13	-10	-0.3	1	8	8	nt
N#C/C(=C\c1ccccc1OCc1ccc(C(=O)O)cc1)c1ccccc1	-1.6	4	6	10	-14	i	-19	2	0	0.1
Cc1cc(C)n(CCNC(=O)C2CCC(=O)N(CCc3cccc(F)c3)C2)n1 (centres undefined)	-0.7	4	-5	-14	-11	-0.4	-4	7	3	-0.6
Cc1cccc(NC(=S)NC(=O)C2CC2)c1	1.4	nt	-1	19	nt	-0.3	-1	3	1	-0.8
Cc1ccc(C(CNS(=O)(=O)c2cc(F)ccc2F)N2CCN(C)CC2)cc1 (centres undefined)	nt	3	nt	nt	-15	0.9	nt	-7	-1	0.3
CCS(=O)(=O)N1CCC(NC(C)=O)(c2ccccc2)CC1	1.2	4	-4	36	-5	i	3	7	3	-1.0
Cc1cc(C)cc(Oc2nc3ccccn3c(=O)c2/C=C(\C#N)C(=O)NC2CCS(=O)(=O)C2)c1 (centres undefined)	1.8	1	-3	47	-6	-0.6	3	8	7	0.9
COc1ccc(Cc2nc3ccccc3[nH]2)cc1OC	1.7	1	3	11	-1	-0.3	-6	0	-1	nt
COc1ccc(/C=N/n2c(-c3n[nH]c4c3CCC4)n[nH]c2=S)cc1OC	-0.4	2	5	6	nt	i	6	-1	1	nt
CC12CCC(C(=O)N(CCCCN3CCN(Cc4ccccc4)CC3)C1=O)C2(C)C (centres undefined)	-1.3	-7	-4	34	-8	1.1	12	-3	1	-1.8
O=C(OC1CCOC1=O)c1ccc2ccccc2n1 (centres undefined)	2.2	-4	-5	2	-2	-0.5	2	3	0	-2.0
COc1ccc(Cl)cc1NC(=O)CN(C)C1CCS(=O)(=O)C1 (centres undefined)	nt	-2	nt	nt	5	-6.1	-4	0	2	1.5
O=S(=O)(c1ccc(Cl)cc1)N1CCN(C2CCCCCC2)CC1	1.7	-5	-2	8	-12	0.4	3	0	11	-0.8
O=C(OCC(=O)N1CCCCCC1)c1cccc(Cl)c1	0.5	4	nt	nt	-14	-1.0	2	1	-2	0.3
CCC(CC)COC(=O)C1=C(C)NC(=O)NC1c1ccccc1Br (centres undefined)	-0.7	4	5	8	-12	i	1	12	-1	-2.5
CC(=O)Nc1ccc(OCCOc2ccc(/C=C3\C(=N)N4N=C(C)SC4=NC3=O)cc2)cc1	0.3	-20	5	24	-1	i	-7	-3	1	1.2
COc1ccc(NC2=C(c3ccc(OC)cc3)C(=O)c3ccccc32)cc1	-0.2	2	-3	-7	26	-0.9	8	1	-6	2.2

A portion of the library, so the mix of outcomes need not match the whole.
